Screening data deposited in PubChem BioAssay by several laboratories.
Dynein transport: dynein cargo transport inhibition. 3617.4 mouse cells, GR-EGFP nuclear translocation imaging; test concentration mostly 20 µM; stimulated with dexamethasone, 1 µM; hits give low values. z-score, hits read low. hit rate 0.47% among 220,000. AID 1381;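 active = plate z-score of nuclear minus cytoplasmic receptor signal below a set negative limit, without overly bright fluorescence or cell loss, cut at about -3.5 in these data, passing the limit was not always enough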;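 also: z-score of nuclear minus cytoplasmic ring GR-EGFP intensity difference per well; some compounds called inactive have numbers as strong as hits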
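Also added: dexamethasone, 1.0 µM final. Medium: tet-free, stripped-serum medium. Detection: fixed, Hoechst-stained cells imaged at 10x for EGFP. Read-out: nuclear-to-cytoplasmic GR-EGFP distribution per well. Times: induction 48 h, compound 1 h, agonist 30 min.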
P. falciparum M1AAP: malaria alanyl aminopeptidase activity blockers – biochemical, fluorogenic H-Leu-NHMec substrate, 1536-well (AID 1445) | recombinant M1AAP, H-Leu-NHMec fluorogenic kinetic assay; higher % means a stronger effect | hit rate 0.42% among 220,000 | inhibition, % at 30 µM; hits with a dose series show IC50 in µM;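 active = primary inhibition above the hit cutoff, then over 50% inhibition at one or more dose response concentrations, cut at about 23% in these data, passing the limit was not always enough; inconclusive = conflicting primary data, or primary hits not chosen for dose response; inactive = low primary inhibition, or under 50% at every dose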;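 also: plate controls were DMSO full reaction for no effect and no enzyme background for full effect; strong numbers were not always called active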
MT stabilizer: stabilizes microtubules in HeLa cells; HeLa tubulin immunostaining HCS, 24 h; share of cells brighter than vehicle mean+2SD; AID 2205; hit rate 0.83% among 200,000; % tubulin-high responders, % at 10 µM;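 active = plate Z-score above 3 for both tubulin-high and condensed-nucleus cell shares, with cell loss under 80%, at 10 µM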;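 also: anti alpha tubulin signal scored within the nucleus-defined area of each cell; some results filed as inactive read as strong as hits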
P. falciparum M17LAP: P. falciparum M17LAP inhibitors, primary screen, biochemical, fluorogenic H-Leu-NHMec substrate, 1536-well (AID 1619); recombinant M17LAP, H-Leu-NHMec fluorogenic kinetic assay; higher % means a stronger effect; inhibition, % at 30 µM, or IC50 in µM where a hit was titrated; hit rate 0.38% among 220,000;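 active = compound inhibiting the enzyme by more than half at any dose during confirmatory dose-response retesting; inconclusive = strong single-dose inhibitors picked by rank but not retested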;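 also: plate controls were full reaction with DMSO carrier for no effect and no enzyme background for full effect; strong numbers were not always called active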
UTI89 phage lysis: inhibition of K1F phage lysis, E. coli UTI89, bacterial capsule biogenesis inhibitors, alamar blue (AID 488966). E. coli UTI89 K1F phage lysis, alamar blue, 2 h; higher % means a stronger effect. hit rate 0.02% among 340,000. inhibition, % at 100 µM; hits with a dose series show IC50 in µM;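 active = phage lysis inhibition, versus mean bacterial control, above a set limit; inconclusive = no clear call, values can overlap the other calls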;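 also: capsule biogenesis inhibitors block K1F phage lysis so surviving cells raise fluorescence; higher fluorescence means more inhibition of phage lysis; actives were called in the ten point dose series up to 300 µM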
Ins promoter up: MIN6 insulin promoter up-regulation | hit rate 0.3% among 190,000 | z-score at 5 µM | MIN6 insulin promoter-GFP reporter, high-content imaging; hits give high values;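 active = z-score above 3 at 5 µM with at least 500 cells counted in the well; inconclusive = wells under 500 cells, flagged as cytotoxic or low count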
bCat nuc transl: modulators of beta-catenin nuclear translocation; HeLa beta-catenin nuclear translocation, immunofluorescence imaging; nuclear translocation activity, % at 5 µM; hit rate 0.3% among 190,000; AID 1665;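 active = nuclear translocation activity above 50% at 5 µM, with a well cell count of 50 or more; inconclusive = wells under 50 cells across six images, flagged as toxic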;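 also: per-cell ratio of nuclear to cytoplasmic median beta-catenin stain intensity; plate controls were DMSO negative control for no effect and GSK-3 inhibitor IX positive control for full effect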
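System: HeLa cells, endogenous beta-catenin; compound dosing: 5 µM primary single dose, 0.1% DMSO, 0.02–20 µM confirmation series; incubation: 24 h compound exposure at 37°C, 5% CO2; signal: beta-catenin immunofluorescence imaging with DAPI; evaluation: % activation, nuclear-to-cytoplasmic median beta-catenin signal ratio per cell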
ER stress rescue: rescue of cells from ER stress-induced death, primary screen, 384-well, CSM14.1, thapsigargin, ATP luminescence (AID 1222); 190,000 tested, under 10 active; CSM14.1 thapsigargin-induced death rescue, ATP luminescence; higher % means a stronger effect; cellular ATP content (survival), % at 20 µM; hits with a dose series show EC50 in µM;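 active = EC50 below 50 µM in the dose-response confirmation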;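 also: death triggered by thapsigargin at about 15 µM added after 2 h compound pretreatment; cell ATP read after overnight thapsigargin exposure of roughly 18 to 22 hours; normalized against plate controls of thapsigargin alone and 5% DMSO vehicle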
Autophagy mod: alters autophagy in cells; MEF GFP-LC3 puncta imaging; test concentration mostly 10 µM; calls only at 10 µM (by protocol); hit rate 0.98% among 190,000;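 active = percentage of spot-positive cells more than 3 SD above its plate mean, without a fluorescence outlier flag or 80% toxicity; inconclusive = no clear call, values can overlap the other calls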;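 also: spot-positive cell cutoff set from DMSO-treated cells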
Dynein transport cytoplasmic EGFP: also measured in Dynein transport; calls as there; z-score; measured here: cytoplasmic GR-EGFP intensity; hits give high values
Dynein transport nuclear GR-EGFP: also measured in Dynein transport; calls as there; z-score; measured here: nuclear GR-EGFP intensity;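 lower value marks the stronger effect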
Dynein transport cell count: second read-out of Dynein transport, no call of its own (marks repeat the call); z-score; measured here: cell count per field
Ins promoter up cell count: also measured in Ins promoter up; calls as there; cell count; measured here: cytotoxicity, nuclei count;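 total cells summed across four imaged fields per well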
bCat nuc transl cell count 5 µM: recorded beside bCat nuc transl, whose call it bears; cell count; measured here: cell count, cytotoxicity flag
MT stabilizer Hoechst-high %: second read-out of MT stabilizer, no call of its own (marks repeat the call); % Hoechst-high responders; measured here: nuclear condensation Hoechst responders;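 share of cells brighter than vehicle mean plus two SD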
MT stabilizer cytotoxicity %: further read-out of MT stabilizer, marked with its call; toxicity, %; measured here: cytotoxicity by cell density;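 0% = mean cell density of plate MIN control wells and 100% = no cells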
Autophagy mod cell loss 18 h: further read-out of Autophagy mod, marked with its call; toxicity, %; measured here: cell loss, nuclei count;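 cell loss after 18 h compound exposure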
The depositor's hits bear a star; i = inactive; u = inconclusive; x = not tested or not shown; [ ] = another dose, or the depositor's remark.

SMILES | Dynein transport | Dynein transport cytoplasmic EGFP | Dynein transport nuclear GR-EGFP | Dynein transport cell count | P. falciparum M1AAP | MT stabilizer | MT stabilizer Hoechst-high % | MT stabilizer cytotoxicity % | P. falciparum M17LAP | UTI89 phage lysis | Ins promoter up | Ins promoter up cell count | bCat nuc transl | bCat nuc transl cell count 5 µM | ER stress rescue | Autophagy mod | Autophagy mod cell loss 18 h
CCc1nc2sc3c(=O)n(N)cnc3c2c2c1COC(C)(C)C2 | -1.7 | 0.65 | -0.42 | 2.3 | 11% | 1.7 | 3.2 | 3.5 | 19% | x | 0.22 | 1399 | -1.0 | 1030 | -0.9% | i | -5
O=C(Cn1c(=O)c2c(ncn2C2CCCC2)n(Cc2ccccc2)c1=O)N1CCc2ccccc21 | -0.6 | -0.22 | -0.15 | 0.39 | 0% | 2.8 | 2.0 | 4.9 | -2% | -0.1% | -0.78 | 941 | -5.5 | 1081 | 0.3% | i | -5
O=C(NC1(C(F)(F)F)NC(=O)N(c2ccc(F)cc2)C1=O)c1ccncc1 (stereo unspecified) | -0.16 | -0.24 | -0.064 | 0.16 | 6% | 0.5 | 3.9 | 8.7 | 33% | 0.1% | 0.61 | 1287 | x | x | -1.5% | i | 4
O=C(CNc1ccc2ccccc2c1)N/N=C/c1ccc(C(=O)O)cc1 | -0.43 | -0.17 | -0.17 | -0.56 | 15% | 1.5 | 2.1 | 7.9 | 31% | 0.1% | 0.52 | 1676 | -1.8 | 1099 | 1.5% | i | 17
CCOC(=O)C1=C(CSc2nccn2C)NC(=O)NC1c1cc(C)ccc1C (stereo unspecified) | -0.75 | -0.48 | -0.38 | 0.62 | 2% | 0.8 | 1.1 | 12 | 18% | -0.9% | -0.07 | 889 | x | x | -0.7% | i | 2
Cc1onc(-c2c(Cl)cccc2Cl)c1C(=O)NCCN1CCOCC1 | 0.18 | -0.22 | -0.032 | 0.63 | 3% | 3.4 | 1.6 | 3.8 | 6% | -0.4% | 0.55 | 1184 | -1.5 | 1114 | 0.0% | i | -5
Cc1cc(C)c(S(=O)(=O)NCC(=O)NCc2ccco2)c(C)c1 | -0.92 | -0.038 | -0.4 | 0.77 | -1% | 2.5 | 2.6 | 7.6 | 0% | 3.1% | x | x | 0.9 | 565 | -1.5% | i | -9
O=C(CCc1ccccc1)n1nc(-c2ccco2)nc1SCc1ccccc1 | 2.6 | -0.29 | 1.8 | 0.86 | 18% | 6.9 | 3.0 | 4.9 | 15% | 5.3% | -0.5 | 961 | x | x | -1.2% | i | 7
COc1cccc(C2CC(c3cccs3)=NN2S(C)(=O)=O)c1OC (stereo unspecified) | -0.61 | 1.1 | 0.18 | 0.3 | 13% | x | x | x | -65% | -2.6% | 0.03 | 1431 | 0.5 | 985 | -0.3% | i | -16
Cc1cc(NC(=O)CSc2nncn2-c2ccccc2)no1 | 1.8 | -0.24 | 0.72 | -0.75 | 1% | 2.9 | 2.4 | 14 | -1% | 1.6% | -0.01 | 1260 | 0.7 | 1076 | -0.8% | i | 18
CCOCCCNC(=S)N1CCC(NC(=O)C23CC4CC(CC(C4)C2)C3)CC1 | -0.48 | -0.29 | -0.18 | 0.81 | 0% | 4.1 | 1.2 | 10 | 3% | 0.3% | -0.46 | 1294 | -1.3 | 1084 | -0.9% | i | 17
CC(C)(C)c1cc(-c2nc(N)nc(N)n2)cc(C(C)(C)C)c1 | -0.6 | -0.29 | -0.63 | 0.54 | 0% | 3.2 | 1.5 | 5.5 | -1% | 0.5% | x | x | -1.3 | 927 | -2.4% | i | -3
O=C(O)CCc1ccc(-c2ccccc2)n1NC(=O)c1sc2ccccc2c1Cl | -1.6 | -0.068 | -0.72 | 0.042 | 25%* | 0.5 | 1.0 | 20 | 34% | -0.4% | 0.95 | 1041 | x | x | -0.4% | i | 7
Cc1ccc(NC(=O)CC(=O)Nc2ccc(C)cc2)cc1 | -1 | -0.19 | -0.72 | 0.022 | 5% | 1.1 | 2.4 | 3.5 | 4% | 2.5% | -0.07 | 1147 | -0.2 | 1002 | -0.4% | i | -18
COc1ccc(-n2c(N)c(C#N)c3ccc([N+](=O)[O-])cc3c2=O)cc1 | -1 | 0.02 | -0.46 | 0.26 | 0% | 4.6 | 1.9 | 7.9 | -10% | 3.9% | 0.3 | 1487 | 4.9 | 1163 | -2.5% | i | 8
COc1ccc(NC(=O)C2CCCN(S(=O)(=O)c3cccc4cccnc34)C2)cc1OC (stereo unspecified) | 0.094 | -0.21 | 0.35 | -0.2 | 28%* | 3.4 | 3.0 | 7.1 | 9% | 4.6% | -1.4 | 1006 | 3.4 | 995 | x | x | x
CC(=O)Nc1ccccc1OCc1nnc(-c2ccc(Cl)cc2)o1 | 1 | -0.27 | 0.76 | -0.48 | 6% | 9.1 | 1.9 | 7.2 | 3% | -0.1% | -0.63 | 1334 | -0.6 | 1139 | 3.8% | i | 6
c1ccc(C2(CNc3ccccn3)CCCC2)cc1 | -0.59 | 0.069 | -0.03 | 0.89 | -3% | 1.5 | 2.1 | 6.9 | 7% | 0.4% | 1.3 | 836 | x | x | -0.2% | i | 24
O=C(NCCc1cccc(F)c1)[C@@H]1CSC2c3ccccc3C(=O)N21 (stereo partly specified) | 1.8 | -0.15 | 1.1 | -1.4 | 6% | 1.7 | 4.0 | 15 | 7% | 0.8% | -1.1 | 1273 | -4.5 | 988 | 3.6% | i | 4
C=CCNS(=O)(=O)c1cccc(C(C)=O)c1 | -0.59 | -0.15 | 0.26 | 0.42 | 2% | 2.0 | 1.6 | 3.1 | 11% | 2.4% | -0.37 | 1232 | -0.2 | 933 | 0.3% | i | -5
COc1ccc(C(=O)Nc2ccc(F)cc2F)cc1OC | -0.78 | -0.22 | -1.2 | 0.39 | 0% | 2.4 | 1.4 | 4.2 | 9% | 0.3% | 0.94 | 1742 | -1.2 | 1413 | -1.3% | i | -3
COc1cc(/C=C2\S/C(=N/S(=O)(=O)Cc3ccccc3)NC2=O)c([N+](=O)[O-])cc1OC | -0.74 | -0.23 | -0.51 | 0.8 | u | x | x | x | 37% | -0.1% | -0.07 | 1142 | -0.8 | 1293 | x | x | x
CCCCC1(O)CC(C(F)(F)F)=NN1C(=O)COc1ccccc1 (stereo unspecified) | -0.034 | -0.28 | 0.089 | -0.41 | 1% | 3.1 | 1.6 | 7.3 | 1% | 0.0% | -1.1 | 932 | -2.0 | 1118 | -0.2% | i | -1
CC(C)OC(=O)c1cccc(C(=O)O)n1 | 0.18 | -0.26 | 0.32 | 0.55 | -3% | 1.3 | 2.3 | 1.3 | 9% | 0.3% | x | x | -0.1 | 576 | -3.7% | i | 8
CC(C#N)On1c(SC(C)C#N)nc2ccccc2c1=O (stereo unspecified) | 0.22 | -0.33 | 0.4 | 0.22 | 2% | 7.4 | 2.4 | 13 | -3% | 0.3% | 0.54 | 1092 | 1.4 | 671 | -0.1% | i | 37
COCCOCC(O)CN1CCN(c2ccccc2)CC1 (stereo unspecified) | -0.087 | -0.15 | -0.03 | 0.97 | 1% | 2.3 | 3.9 | 4.9 | 4% | 4.1% | 0.58 | 1155 | -1.0 | 1183 | 0.7% | i | -1
CCC1=NN(C(=O)c2ccc(C)cc2)C(O)(c2ccc(Br)cc2)C1 (stereo unspecified) | 0.37 | -0.23 | 0.2 | -0.23 | 2% | 1.9 | 3.0 | 7.0 | -2% | 0.0% | -0.5 | 1442 | -0.3 | 996 | -0.2% | i | 0
O=C(C1CCCCN1S(=O)(=O)c1ccccc1[N+](=O)[O-])N1CCCCC1 (stereo unspecified) | -1.1 | -0.24 | -0.72 | 0.91 | 2% | 2.8 | 2.5 | 5.7 | -10% | 0.2% | x | x | -0.2 | 1538 | -0.3% | i | -9
Nc1nonc1-n1nnc(C(=O)N/N=C/c2ccc(Br)cc2)c1CSC1=NCCS1 | 1.1 | -0.066 | 0.87 | -1.2 | 8% | 5.7 | 4.6 | 1.4 | 2% | 0.1%[50 µM] | 0.65 | 1420 | -1.3 | 1126 | 2.2% | i | 4
Cc1cccc(NC(=S)N2CCN(C(=O)C3CCCO3)CC2)c1 (stereo unspecified) | -0.74 | -0.23 | -0.63 | 0.69 | 4% | 5.2 | 1.8 | 8.6 | 0% | 2.1% | -1.4 | 1131 | 1.0 | 490 | 3.6% | i | -8
CCOc1ccc(C(c2c(NC(=O)c3ccccc3)sc(C)c2C)N2CCN(CCO)CC2)cc1 (stereo unspecified) | 0.79 | -0.12 | 0.28 | -0.35 | 0% | 3.6 | 3.9 | 2.7 | 10% | 3.6% | -0.51 | 1012 | 1.7 | 913 | -2.7% | i | 15
